# Sm TGR block – inhibitors of Schistosoma mansoni thioredoxin glutathione reductase | 360,000 tested, 3% active | purified TGR, DTNB reduction, TNB absorbance 405 nm | AID 485364 | Potency, µM (titrated, usually from 114 µM), for the others: top-dose activity change, negative = inhibition, usual class: inhibitors; also: potency is read from the fitted curve at half-maximal effect; nearly all actives have a fitted effect of over 60% in size
#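 Kinetic colorimetric format: TGR-catalysed, NADPH-driven DTNB reduction monitored via TNB absorbance. Enzyme dispensed at 20 nM; compound exposure 15 min at room temperature before reaction start.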
# TbPYK inhibitor – T. brucei pyruvate kinase inhibition | Potency, µM (series often up to 76.8 µM), inactives show at the top dose activity, negative = inhibition, hits mostly inhibitors | 410,000 tested, 0.12% active | AID 624173 | TbPYK enzyme, Kinase-Glo Plus ATP luminescence, 45 min | Q57TT1; also: potency is read from the fitted curve at half-maximal effect; nearly all actives have a fitted effect of over 50% in size
#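 Luminescent Kinase-Glo Plus end-point after 45 min room-temperature reaction of T. brucei pyruvate kinase started with 130 uM ADP (final). Buffer TEA 50 mM pH 7.2 with KCl, MgCl2, BSA, Tween-20; titration-based qHTS with fitted concentration-effect curves.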
# AmpC inh no detg – inhibitors of E. coli AmpC beta-lactamase without detergent | 330,000 tested, 0.52% active | Potency, µM (series often up to 57.1 µM), for inactives: at the highest dose activity change, negative = inhibition, hits mostly inhibitors | AmpC nitrocefin hydrolysis, absorbance 480 nm, 0.0001% Triton | P00811;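 also: potency is read from the fitted curve at half-maximal effect; plate controls were no compound for no effect and no enzyme for full effect; nearly all actives have a fitted effect of over 20% in size; some results filed as inactive show a strong effect at the top dose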
# Target sequence (P00811 whole entry, looked up): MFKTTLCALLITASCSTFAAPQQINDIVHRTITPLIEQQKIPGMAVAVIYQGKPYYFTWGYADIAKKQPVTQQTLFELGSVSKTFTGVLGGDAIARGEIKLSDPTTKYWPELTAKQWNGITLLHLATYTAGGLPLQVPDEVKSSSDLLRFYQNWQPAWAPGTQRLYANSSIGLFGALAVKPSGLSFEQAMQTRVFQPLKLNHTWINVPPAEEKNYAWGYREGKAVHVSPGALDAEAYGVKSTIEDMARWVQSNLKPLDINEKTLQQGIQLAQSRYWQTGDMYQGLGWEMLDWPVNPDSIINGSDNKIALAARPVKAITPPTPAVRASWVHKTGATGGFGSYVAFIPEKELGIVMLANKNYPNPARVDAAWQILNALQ
#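 20 mM phosphate pH 7.0 + 0.01% (detergent screen) or 0.0001% Triton X-100; 5.3 nM AmpC reagent; cpd preinc 15 min RT; nitrocefin (800 uM stock) to start; A480 q20 s × 4 min; Activity was normalised to no-enzyme and no-compound control wells.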
# AmpC detergent – blocks E. coli AmpC beta-lactamase in detergent assay | 370,000 tested, 0.041% active | AmpC hydrolysis of nitrocefin, absorbance 480 nm, 0.01% Triton | Potency, µM (series often up to 114 µM), for the others: top-dose activity change, negative = inhibition, hits mostly inhibitors | P00811;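 also: potency is read from the fitted curve at half-maximal effect; 0% = no-compound wells and -100% = no-enzyme wells; nearly all actives have a fitted effect of over 25% in size; some results filed as inactive show a strong effect at the top dose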
#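 20 mM phosphate pH 7.0 + 0.01% (detergent screen) or 0.0001% Triton X-100; 5.3 nM AmpC reagent; cpd preinc 15 min RT; nitrocefin (800 uM stock) to start; A480 q20 s × 4 min; Activity was normalised to no-enzyme and no-compound control wells.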
# AMA1-RON2 inh – disrupts binding of P. falciparum AMA1 to RON2; AlphaScreen AMA1-biotinylated RON2 peptide binding; 360,000 tested, 0.2% active; Potency, µM (titrated, usually from 58.2 µM), without a hit: top-dose activity change, negative = inhibition, usual class: inhibitors; AID 720542;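 also: potency is read from the fitted curve at half-maximal effect; 0% = vehicle wells and -100% = peptide control; nearly all actives have a fitted effect of over 45% in size; some results filed as inactive show a strong effect at the top dose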
#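 AMA1 (3D7) with his tag at 25 nM final met compounds first, then biotinylated RON2 peptide at 25 nM; detection used donor plus acceptor beads, 10 µg/mL apiece, read by AlphaScreen after 30 min at room temperature.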
# HCMV antiviral – human cytomegalovirus inhibition; HFF cells, HCMV-luciferase reporter, 72 h; hits give low values; activity change, negative = inhibition, % at 57.5 µM; 410,000 tested, 4.5% active; AID 1259415; in the data active = activity change below about -60%; inconclusive = no clear call, values can overlap the other calls; inactive = above about -39%
#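 HFF cells seeded 16 h at 37C, treated with compounds, infected with luciferase-reporter HCMV at MOI 1 PFU/cell; luciferase read at 72 h post infection, normalized to buffer-only and Salinomycin controls.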
# LmPK inhibitor – LmPK (Leishmania mexicana) enzyme inhibition | Q27686 | purified LmPK, Kinase-Glo ATP luminescence, 1 h | Potency, µM (highest dose often 57.5 µM), without a hit: at the highest dose activity change, negative = inhibition, most hits filed as inhibitors | 290,000 tested, 0.37% active | AID 1721; also: potency is read from the fitted curve at half-maximal effect
# Target sequence (Q27686 whole entry, looked up): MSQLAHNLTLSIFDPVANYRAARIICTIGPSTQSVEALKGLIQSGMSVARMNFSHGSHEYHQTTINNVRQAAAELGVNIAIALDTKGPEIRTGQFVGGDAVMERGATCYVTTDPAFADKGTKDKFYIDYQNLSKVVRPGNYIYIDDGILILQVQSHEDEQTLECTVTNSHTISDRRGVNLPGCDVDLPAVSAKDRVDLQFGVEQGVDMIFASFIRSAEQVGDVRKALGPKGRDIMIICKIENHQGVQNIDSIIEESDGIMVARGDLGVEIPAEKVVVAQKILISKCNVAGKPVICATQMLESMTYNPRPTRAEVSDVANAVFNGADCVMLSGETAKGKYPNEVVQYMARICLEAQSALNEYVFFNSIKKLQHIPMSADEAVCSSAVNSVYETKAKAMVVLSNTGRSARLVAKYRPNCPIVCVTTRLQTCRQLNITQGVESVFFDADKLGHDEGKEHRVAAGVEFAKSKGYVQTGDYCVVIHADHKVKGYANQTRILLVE
#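 Pyruvate kinase activity monitored as ATP production (luciferase luminescence). Conditions: 0.1 nM enzyme, 0.5 mM PEP, 0.1 mM ADP, 1 h, RT; normalized against uninhibited and no-enzyme wells.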
# An asterisk follows results filed as active; ? = inconclusive; . = not tested or not shown; [ ] = remark or other dose. Unless noted, calls follow the shape of the dose curve; as a rule, active = well fitted curve in the direction sought with a large enough effect; inconclusive = small, poorly fitted or top-dose-only effect, or another doubt; inactive = no such curve, though single readings can be large; an effect the other way counts as inactive or inconclusive. Unless noted, % is scaled to controls: 0 for no effect and ±100 for the full control effect. Compounds were not picked by outcome (roughly 7.4% active in at least one column).
SMILES,Sm TGR block,TbPYK inhibitor,AmpC inh no detg,AmpC detergent,AMA1-RON2 inh,HCMV antiviral,LmPK inhibitor
O=C(COc1ccc(F)cc1)Nc1ccc2nc(SCC(=O)N3CCc4ccccc43)sc2c1,-3%,-2%,.,19%,.,8,.
COc1ccc(C(=O)Nc2c(C)csc2C(=O)O)cc1,15%,3%,-13%,-8%,-6%,-2,3%
COc1ccc(C(=O)c2coc3ccc(O)c(CN(C)C)c23)cc1,-3%,-3%,-28%,-13%,0%,-12,8%
COc1ccc(S(=O)(=O)N(C)C)cc1NC(=O)COC(=O)C1CC1,.,-2%,-6%,.,9%,-21,.
COc1ccc([C@@H](O)[C@@H](N)c2ccccc2)cc1,.,0%,.,.,5%,-7,.
Cc1ccc(CN(CC(=O)N/N=C/c2ccco2)S(=O)(=O)c2ccc(C)cc2)cc1,-20%,-2%,-42%,?,-9%,-29,3%
COc1ccc(CN(C)C(=O)c2ccc(NS(=O)(=O)c3ccc(C)c([N+](=O)[O-])c3)cc2)c(OC)c1OC,4%,0%,41%,-5%,-15%,?,.
COc1ccc(-c2nc3cc(C(C)C)ccc3o2)cc1NC(=O)COc1ccc(C)cc1C,5%,-2%,.,24%,.,-6,.
Cc1ccc(Cn2c(NC(=O)c3ccco3)nc3ccccc32)cc1,2%,-3%,-21%,-11%,25%,-29,0%
COCCn1c(SCc2cccnc2)nnc1-c1c[nH]c2ccccc12,0%,-4%,-12%,0%,-4%,-5,4%
COc1ccc(-c2cc(-c3n[nH]c(=S)n3-c3cc(OC)ccc3OC)[nH]n2)cc1,-19%,?,?,1%,18%,24,?
Cc1ccn2c(Nc3ccccc3)c(-c3ccccn3)nc2c1,-1%,2%,-19%,?,40%[activator],0,6%
CCC1(c2ccccc2)NC(=O)N(CC(=O)NC2CCCCCC2)C1=O (stereo not given),.,-3%,-15%,.,4%,-18,.
CCCCNS(=O)(=O)c1ccc(NS(=O)(=O)c2c(C)cc(C)cc2C)cc1,6%,2%,-12%,-5%,6%,40,4%
Cc1nn(-c2ccccc2)c(C)c1NC(=O)COC(=O)CCOc1ccccc1,-31%,?,39%,-4%,-15%,-9,.
COc1cc(C(=O)OC2CCCCC2=O)cc(OC)c1C (stereo not given),21%[11.4 µM],2%,5%,?,-28%,-10,-7%
Cc1ccc(CCNC(=O)C2CCCN2S(=O)(=O)c2ccc3c(c2)CCC(=O)N3)cc1 (stereo not given),-28%,1%,9%,-10%,0%,.,-3%
O=S(=O)(c1cccc2cccnc12)N1CCCc2ccccc21,8%,-13%,-25%,-11%,-19%,13,4%
Cc1ccc(NC(=O)CCc2c(C)nn(-c3ccc(N4CCCCC4)nn3)c2C)cc1C,9%,1%,109%[activator],-4%,0%,41,1%
C[C@H](CO)N1C[C@H](C)[C@@H](CN(C)Cc2ccc(Oc3ccccc3)cc2)Oc2c(NS(=O)(=O)c3cn(C)cn3)cccc2C1=O,.,1%,246%[activator],.,-6%,-4,.

# 3 structures from above, ordered by molar mass, smallest number first:
SMILES,Sm TGR block,TbPYK inhibitor,AmpC inh no detg,AmpC detergent,AMA1-RON2 inh,HCMV antiviral,LmPK inhibitor
COc1ccc([C@@H](O)[C@@H](N)c2ccccc2)cc1,.,0%,.,.,5%,-7,.
COc1ccc(-c2cc(-c3n[nH]c(=S)n3-c3cc(OC)ccc3OC)[nH]n2)cc1,-19%,?,?,1%,18%,24,?
CCCCNS(=O)(=O)c1ccc(NS(=O)(=O)c2c(C)cc(C)cc2C)cc1,6%,2%,-12%,-5%,6%,40,4%

# Gathered by group: those above with two or more sulfur atoms.
SMILES,Sm TGR block,TbPYK inhibitor,AmpC inh no detg,AmpC detergent,AMA1-RON2 inh,HCMV antiviral,LmPK inhibitor
O=C(COc1ccc(F)cc1)Nc1ccc2nc(SCC(=O)N3CCc4ccccc43)sc2c1,-3%,-2%,.,19%,.,8,.
CCCCNS(=O)(=O)c1ccc(NS(=O)(=O)c2c(C)cc(C)cc2C)cc1,6%,2%,-12%,-5%,6%,40,4%

# More entries:
SMILES,Sm TGR block,TbPYK inhibitor,AmpC inh no detg,AmpC detergent,AMA1-RON2 inh,HCMV antiviral,LmPK inhibitor
COc1cc(/C=C2/SC(=S)N(CC(=O)Nc3nc4ccccc4s3)C2=O)cc(OC)c1OC,-16%,-15%,?,-4%,60%[activator],16,2%
O=C(NCC1CCCO1)C1CC(=O)N(C2CCCC2)C1 (stereo not given),4%,-1%,-7%,0%,1%,-10,4%
O=C(NCc1ccccc1Cl)[C@H]1CCCN1C(=O)[C@H]1CCCN1C(=O)c1cccs1,.,-2%,.,.,-3%,11,.
COc1cccc(C(=O)C2CCCN(C(=O)c3cccc(C#CC(C)(C)O)c3)C2)c1 (stereo not given),.,-2%,82%[activator],-6%,-4%,-34,-1%
O=C(O)CCCSCC(=O)Nc1ccccc1,3%,-8%,-9%,0%,27%,50,5%
CC1=C2[C@@H]3OC(=O)[C@H](C)C3CC[C@@]2(C)C=CC1=O (stereo not given in full),-12%,10%,-7%,-3%,-5%,?,0%
CC1=CC2C(C(O)CC3(C)C2CC(C)C32OCOC23COCO3)C2(C)C/C(=C\O)C(=O)C=C12 (stereo not given),.,-3%,.,.,57%[activator],-99*,.
CCCOC(=O)c1[nH]c2c(c1C)C(=O)CC(c1cc(OC)c(OC)c(OC)c1)C2 (stereo not given),-4%,-3%,2.5µM*,-1%,-8%,?,8%
CCOC(=O)c1c(C)[nH]c(N=Nc2ccccc2Cl)c1C,18%,2%,0%,1%,-20%,68,0%
CCCC(=O)Nc1ccc(NC(=O)c2cc3ccccc3o2)c(OC)c1,0%,-1%,-12%,-4%,-11%,45,9%
O=C(CCS(=O)(=O)c1cccc2nonc12)N1CC(=O)N(CCc2ccccc2)C(=O)C1,?,-2%,27%,-2%,2%,45,-6%
O=C(CSc1ccc(Cl)cc1)NC1CC1,.,1%,.,.,2%,28,.
CN(Cc1ccccc1)C(=O)c1ccc(NC(=O)C2=CSCCO2)cc1,-10%,-5%,32%,-8%,-2%,-15,-4%
O=C(NCCCn1ccnc1)C(=O)NCC1OCCN1S(=O)(=O)c1ccccc1 (stereo not given),0%,-20%,-3%,12%,-14%,24,-3%
Cc1ccc(OCC(=O)OCC(=O)c2c(N)n(C)c(=O)n(C)c2=O)cc1C,-2%,3%,28%,3%,29%,-4,-12%
Cc1c(NC(=O)C(C)OC(=O)CCc2c[nH]c3ccccc23)c(=O)n(-c2ccccc2)n1C (stereo not given),0%,8%,-11%,?,-18%,22,.
C=CCNC(=O)c1onc(CSc2ccc(F)c(F)c2)c1C(=O)NCC=C,.,-1%,.,.,7%,-66*,.
CSc1nc2ccc(NC(=O)c3ccco3)cc2s1,8%,-4%,-17%,-1%,-13%,-16,-12%
Cc1ccc(C(=O)c2cn[nH]c2-c2ccccc2O)cc1,?,7%,-31%,3%,3%,12,2%
Cn1ccnc1SCC(=O)c1ccc(Br)cc1,3%,-4%,-32%,-1%,-3%,-19,?
Fc1ccccc1/C=N/N1CCN(Cc2ccccc2Cl)CC1,10%,-2%,-19%,-15%,?,11,2%
O=C(Nc1ccc(Br)cc1)C1C2C=CC3(O2)C1C(=O)N(CCN1CCCCC1)C3C(=O)NC1CCCCC1 (stereo not given),-18%,1%,16%,-17%,-9%,-21,0%
CN1C(=O)CC(N2CCN(c3ccccn3)CC2)C1=O (stereo not given),2%,-9%,-5%,5%,6%,-13,4%
COc1ccc(S(=O)(=O)N2CCN(Cc3cccc([N+](=O)[O-])c3)CC2)cc1,.,24%,.,.,-9%,0,.
CCOC(=O)c1c(NC(=O)COC(=O)CNC(=O)c2ccco2)sc(C(C)=O)c1C,-7%,-9%,-3%,-12%,50%[activator],0,-2%
CC1CCC(NC(=O)C2(C)Cc3ccccc3C(=O)N2Cc2ccc(F)cc2)CC1 (stereo not given),7%,4%,.,19%,.,-15,.
CC(=O)Nc1cccc(Oc2cnc3ccccc3n2)c1,-24%,4%,-8%,-13%,-4%,5,-1%
O=C(COC(=O)CCCN1C(=O)c2ccccc2C1=O)Nc1ncc(Cl)cc1Cl,-11%,5%,-24%,-11%,-6%,11,3%
CCOC(=O)C1=C(C)NC2=C(C(=O)C(C(=O)OCC)C(c3ccco3)C2)C1c1ccccn1 (stereo not given),-22%,8%,7%,?,12%,-3,0%
COC(=O)C(NNc1ccccc1C)(NC(=O)c1ccc(F)cc1)C(F)(F)F (stereo not given),-22%,-4%,-11%,-8%,-14%,23,0%
NC(=O)c1cc(N=Nc2c(N)[nH]n(-c3c(Cl)cc(Cl)cc3Cl)c2=O)ccc1Cl,.,-1%,-34%,4%,-3%,-10,1%
Cc1ccc(-c2nc3ccccc3nc2NN)cc1,0%,-4%,-18%,0%,32%[activator],206,?
Brc1ccccc1OCCCCCN1CCOCC1,6%,0%,23%,3%,6%,-1,-9%
COc1ccc(-c2nnc(Nc3ccc(OC)c(C(N)=O)c3)c3ccccc23)cc1,-8%,-3%,.,-5%,.,-3,.
COc1ccc(Cn2c(SCc3ccc(C(=O)NC(C)C)cc3)nc3cccnc32)cc1,5%,0%,.,27%,.,-22,.
C=CCOc1cccc(/C=C\c2nc(O)c([N+](=O)[O-])c(=O)[nH]2)c1,-29%,-11%,-20%,3%,-7%,4,1%

# Some of the entries so far, with each value named:
> COc1cc(/C=C2/SC(=S)N(CC(=O)Nc3nc4ccccc4s3)C2=O)cc(OC)c1OC
- Sm TGR block: -16%
- TbPYK inhibitor: -15%
- AmpC inh no detg: ?
- AmpC detergent: -4%
- AMA1-RON2 inh: 60%[activator]
- HCMV antiviral: 16
- LmPK inhibitor: 2%
> O=C(NCC1CCCO1)C1CC(=O)N(C2CCCC2)C1 (stereo not given)
- Sm TGR block: 4%
- TbPYK inhibitor: -1%
- AmpC inh no detg: -7%
- AmpC detergent: 0%
- AMA1-RON2 inh: 1%
- HCMV antiviral: -10
- LmPK inhibitor: 4%
> O=C(NCc1ccccc1Cl)[C@H]1CCCN1C(=O)[C@H]1CCCN1C(=O)c1cccs1
- Sm TGR block: .
- TbPYK inhibitor: -2%
- AmpC inh no detg: .
- AmpC detergent: .
- AMA1-RON2 inh: -3%
- HCMV antiviral: 11
- LmPK inhibitor: .
> COc1cccc(C(=O)C2CCCN(C(=O)c3cccc(C#CC(C)(C)O)c3)C2)c1 (stereo not given)
- Sm TGR block: .
- TbPYK inhibitor: -2%
- AmpC inh no detg: 82%[activator]
- AmpC detergent: -6%
- AMA1-RON2 inh: -4%
- HCMV antiviral: -34
- LmPK inhibitor: -1%

# Screening data deposited in PubChem BioAssay by National Center for Advancing Translational Sciences (NCATS).
